L929 necroptosis – blocks zVAD induced death of L929 cells; L929 zVAD necroptosis rescue, ATP luminescence, 24 h; with zVAD 60 µM; viability rescue, % at 10 µM; actives 0.38% (n = 220,000);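 active = activation, scaled between plate controls, above about 75%, limit read from the data; inactive = activation under that limit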;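 also: 0% = zVAD with DMSO and 100% = DMSO alone without zVAD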
EP2 modulator – EP2 receptor (human) modulation; P43116; EP2-expressing cells, cAMP HTRF FRET, PGE2 co-stimulation; induction, % at 25 µM; actives 0.83% (n = 260,000); AID 940;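 active = compounds whose cAMP rise, as percent of the full-agonist control response, exceeds 60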;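 also: rat C6 glioma line stably carrying human EP2 under a CMV promoter; the protocol text gives 20 µM as final concentration; 100% = response of wells given 1 µM PGE2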
eIF4E 4G PPI – inhibitors of eIF4E and eIF4G interaction in translation initiation | P63073+Q04637 | TR-FRET eIF4E-eIF4GI(517-606) binding, 2 h | inhibition, % at 21.7 µM | AID 782 | actives 0.37% (n = 220,000);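 active = inhibition above about 30%, limit read from the data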;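 also: 0% = full FRET control wells and 100% = background wells lacking eIF4GI fragment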
Rad51 HR inh – Rad51 (human) homologous recombination inhibition. Q06609. hRad51 DNA strand exchange, fluorescence dequenching. inhibition, % at 10 µM. actives 0.085% (n = 200,000). AID 1385;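 active = inhibition above 40% at the single screening dose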;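 also: 0% = DMSO control wells and 100% = blanks with heterologous ssDNA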
Target sequence (Q06609 whole entry, looked up): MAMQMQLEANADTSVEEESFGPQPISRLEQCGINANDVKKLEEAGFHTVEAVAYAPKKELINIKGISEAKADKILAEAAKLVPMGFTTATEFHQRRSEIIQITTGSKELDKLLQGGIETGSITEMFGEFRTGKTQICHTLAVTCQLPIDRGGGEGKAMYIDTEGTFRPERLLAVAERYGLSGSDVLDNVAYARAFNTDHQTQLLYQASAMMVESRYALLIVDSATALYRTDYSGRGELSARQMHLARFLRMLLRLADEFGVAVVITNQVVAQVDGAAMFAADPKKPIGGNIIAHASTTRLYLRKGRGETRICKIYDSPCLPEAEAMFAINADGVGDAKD
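material = hRad51 filaments on single-stranded DNA | reagent = Donor/quencher-labelled 47-bp dsDNA substrate | compound = 10 µM final, single point | schedule = strand-exchange reaction 15 min at room temperature | measured by = fluorescein emission 520 nm, excitation 485 nm | read-out basis = % inhibition versus plate control and blank means | benchmarks = plate controls and plate blanks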
m-calpain inh – blocks pig calpain II enzyme activity. purified calpain II, fluorogenic peptide substrate, 30 min. inhibition, % at 16 µM. actives 0.37% (n = 220,000). AID 1236;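 active = inhibition above about 50%, limit read from the data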
EP2 antag – blocks the human prostaglandin E2 receptor EP2; P43116; C6 glioma cells expressing human EP2, cAMP TR-FRET; cells stimulated with saturating PGE2; inhibition, % at 25 µM; actives 0.52% (n = 260,000); AID 1422;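 active = percent inhibition above 40 after rounding to a whole number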;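 also: rat C6 glioma host cells with rolipram phosphodiesterase inhibitor present; the protocol text gives 20 µM as final concentration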
14-3-3 Bad PPI – disrupts binding of bovine 14-3-3 zeta to phospho-Bad peptide; P63103; TR-FRET 14-3-3zeta/Dy647-pBad peptide displacement, 1 h; inhibition, % at 21.7 µM; actives 0.71% (n = 220,000); AID 781;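 active = inhibition above about 70%, limit read from the data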;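 also: 0% = full 14-3-3 plus peptide FRET controls and 100% = background without 14-3-3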
Hck Nef HTS – human Hck-Nef kinase inhibition; P08631; Recombinant Hck-YEEI plus Nef, Z-Lyte FRET kinase assay; inhibition, % at 20 µM; actives 0.68% (n = 220,000); AID 463187;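 active = Hck-Nef kinase inhibition above about 50%, limit read from the data; inactive = inhibition below that limit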;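 also: 0% = DMSO with Hck plus Nef and 100% = Hck alone without Nef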
Target sequence (P08631 whole entry, looked up): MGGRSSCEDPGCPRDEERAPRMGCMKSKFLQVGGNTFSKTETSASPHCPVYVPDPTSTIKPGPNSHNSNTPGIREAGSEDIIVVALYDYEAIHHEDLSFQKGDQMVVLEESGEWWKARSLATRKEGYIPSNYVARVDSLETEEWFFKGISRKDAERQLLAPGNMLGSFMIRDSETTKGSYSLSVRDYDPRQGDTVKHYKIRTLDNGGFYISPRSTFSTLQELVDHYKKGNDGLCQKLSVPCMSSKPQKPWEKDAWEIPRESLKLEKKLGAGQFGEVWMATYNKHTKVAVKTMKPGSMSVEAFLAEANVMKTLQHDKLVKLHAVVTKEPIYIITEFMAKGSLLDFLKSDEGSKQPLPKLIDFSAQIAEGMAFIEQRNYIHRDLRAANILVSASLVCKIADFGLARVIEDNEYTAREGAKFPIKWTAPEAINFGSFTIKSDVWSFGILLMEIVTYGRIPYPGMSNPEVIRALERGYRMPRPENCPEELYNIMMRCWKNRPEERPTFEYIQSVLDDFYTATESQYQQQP
Tb hexokinase – T. brucei hexokinase 1 inhibition; recombinant TbHK1, G6PDH-coupled NADH A340; AID 1430; inhibition, % at 10 µM; actives 0.11% (n = 220,000);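 active = inhibition of 50% or more in the single-dose primary screen; inactive = inhibition below 50%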
Active calls of the source: *; & = joins results of further samples; [ ] = dose if it differs, or a comment.

Screening O=S(=O)(c1cc(Cl)sc1Cl)N1CCCC1 returned L929 necroptosis 0.1, EP2 modulator -5, eIF4E 4G PPI 4, Rad51 HR inh -7, m-calpain inh 3, EP2 antag 9, 14-3-3 Bad PPI -3, Hck Nef HTS 3 and Tb hexokinase 10.
Screening CC(=O)N1CCN(C(=S)Nc2ccc(SC(F)F)cc2)CC1 returned L929 necroptosis 1.7, EP2 modulator -6, eIF4E 4G PPI 0, Rad51 HR inh 1, m-calpain inh -24, EP2 antag 4, 14-3-3 Bad PPI -5, Hck Nef HTS -23 and Tb hexokinase -2.
For CCOC(=O)c1sc2nc(N3CCOCC3)c3c(c2c1N)CC(C)(C)N(C)C3 the results were L929 necroptosis 0.3, EP2 modulator 23, eIF4E 4G PPI -27, Rad51 HR inh 2, m-calpain inh -235, EP2 antag 19, 14-3-3 Bad PPI -4, Hck Nef HTS 13 and Tb hexokinase -29.
`O=C(CC12CC3CC(CC(C3)C1)C2)NCC(=O)N1CCCC1` gave L929 necroptosis -0.9, EP2 modulator 16, eIF4E 4G PPI 12, Rad51 HR inh 2, m-calpain inh 20, EP2 antag 17, 14-3-3 Bad PPI 5, Hck Nef HTS -22 and Tb hexokinase 1.
For CCOC(=O)c1c(C)c(C(=O)N2CCN(c3cccc(Cl)c3)CC2)c(C)n1C the results were L929 necroptosis 0.9, EP2 modulator -54, eIF4E 4G PPI 0, Rad51 HR inh -5, m-calpain inh -26, EP2 antag 7, 14-3-3 Bad PPI 8, Hck Nef HTS -1 and Tb hexokinase -14.
`Cn1cc(C=O)c2cc(S(=O)(=O)N3CCOCC3)ccc21` gave EP2 modulator 6, eIF4E 4G PPI 6, m-calpain inh 16, EP2 antag 6, 14-3-3 Bad PPI -5[fluorescence artefact?], Hck Nef HTS 1 and Tb hexokinase 8.
`O=C(COc1ccccc1)NN1C(=O)CSC1=S` gave L929 necroptosis 1.1, EP2 modulator -15, eIF4E 4G PPI 1, Rad51 HR inh 5, m-calpain inh 17, EP2 antag 5, 14-3-3 Bad PPI -2, Hck Nef HTS -3 and Tb hexokinase 1.
For COC(=O)c1c(NC(C)=O)sc(C(=O)Nc2ccccc2OC)c1C the results were L929 necroptosis 10, EP2 modulator -18&11, eIF4E 4G PPI 2, Rad51 HR inh 3, m-calpain inh -161, EP2 antag 13&9, 14-3-3 Bad PPI -1, Hck Nef HTS 22 and Tb hexokinase -7.
Screening Cc1ccc(C(=O)Nc2cccc(C(=O)NCc3ccccc3)c2)o1 returned L929 necroptosis 28, EP2 modulator -20, eIF4E 4G PPI 4, Rad51 HR inh -3, m-calpain inh 22, EP2 antag 8, 14-3-3 Bad PPI -6, Hck Nef HTS 1 and Tb hexokinase 3.
Screening COc1ccc(Nc2nnc(-c3ccc(N4CCOCC4)c([N+](=O)[O-])c3)c3ccccc23)cc1 returned L929 necroptosis 82*, EP2 modulator -32, eIF4E 4G PPI -8, Rad51 HR inh 3, m-calpain inh -108, EP2 antag 11, 14-3-3 Bad PPI 2, Hck Nef HTS 1 and Tb hexokinase -17.
`Oc1cccc2ccc[n+](CC(O)Cn3c4ccccc4c4ccccc43)c12` (stereo not given) gave L929 necroptosis 1.4, EP2 modulator -23, eIF4E 4G PPI -2, Rad51 HR inh 4, m-calpain inh 26, EP2 antag 8, 14-3-3 Bad PPI 11, Hck Nef HTS 8 and Tb hexokinase -1.
For COc1ccc(C(=O)NCC(c2ccc(F)cc2)N2CCOCC2)cc1S(=O)(=O)N1CCCC1 (stereo not given) the results were L929 necroptosis -0.2, EP2 modulator -2, eIF4E 4G PPI -8, Rad51 HR inh -9, m-calpain inh 10, EP2 antag 9, 14-3-3 Bad PPI -1, Hck Nef HTS -1 and Tb hexokinase 4.
`CC(=O)c1c(N2CCN(Cc3ccccc3)CC2)nc(=S)n(Cc2ccccc2)c1C` gave L929 necroptosis -0.3, EP2 modulator -3, eIF4E 4G PPI 4, Rad51 HR inh -1, m-calpain inh 12, EP2 antag 9, 14-3-3 Bad PPI -9, Hck Nef HTS 1 and Tb hexokinase 7.
`O=C(COC(=O)c1ccccc1C(=O)c1ccc(Cl)cc1)NCc1ccccc1` gave L929 necroptosis -1.3, EP2 modulator 0, eIF4E 4G PPI -2[fluorescence artefact?], Rad51 HR inh 5, m-calpain inh 18, EP2 antag 6, 14-3-3 Bad PPI 3, Hck Nef HTS 4 and Tb hexokinase 0.
`Cc1cc(=O)oc2cc3c(cc12)OCCO3` gave L929 necroptosis 2.2, EP2 modulator 32, eIF4E 4G PPI 11, Rad51 HR inh -1, m-calpain inh -256, EP2 antag 4, 14-3-3 Bad PPI 10, Hck Nef HTS -2 and Tb hexokinase -29.
For Cc1nc(C(=O)Nc2ccc(Cl)cc2)sc1C1(C)CC(c2ccccc2)=NO1 (stereo not given) the results were L929 necroptosis -0.5, EP2 modulator 3, eIF4E 4G PPI -4, Rad51 HR inh 4, m-calpain inh -16, EP2 antag 7, 14-3-3 Bad PPI -1, Hck Nef HTS 14 and Tb hexokinase -14.
Screening CC12COC3(P(=O)(c4ccccc4)c4ccccc4)CC1CCC23CP(=O)(c1ccccc1)c1ccccc1 (stereo not given) returned L929 necroptosis -0.9, EP2 modulator 22, eIF4E 4G PPI 2, Rad51 HR inh -3, m-calpain inh -26, EP2 antag 9, 14-3-3 Bad PPI 4, Hck Nef HTS -5 and Tb hexokinase 0.
`COc1ccccc1-c1cc(C(=O)Nc2cc(C)nn2-c2ccccc2)no1` gave L929 necroptosis 1.2, EP2 modulator 6, eIF4E 4G PPI 0[fluorescence artefact?], Rad51 HR inh -5, m-calpain inh -35, EP2 antag 9, 14-3-3 Bad PPI 52[fluorescence artefact?], Hck Nef HTS 0 and Tb hexokinase -8.
Screening O=C(O)c1ccc(N/N=C/c2cccc3nccnc23)cc1 returned L929 necroptosis 1.5, EP2 modulator -50, eIF4E 4G PPI -13, Rad51 HR inh 5, m-calpain inh -6, EP2 antag 9, 14-3-3 Bad PPI -2, Hck Nef HTS 15 and Tb hexokinase -11.
Screening COCCn1c(C)cc(C(=O)COC(=O)c2ccc(N3CCCC3=O)cc2)c1C returned L929 necroptosis 7.5, EP2 modulator 1, eIF4E 4G PPI 6, Rad51 HR inh -5, m-calpain inh -5, EP2 antag 11, 14-3-3 Bad PPI 0, Hck Nef HTS 0 and Tb hexokinase -11.
For COc1ccc(OC)c(N/C(=N/C(=S)Nc2ccccc2)Nc2nc(C)cc(C)n2)c1 the results were L929 necroptosis 6.0, EP2 modulator 4, eIF4E 4G PPI 5, Rad51 HR inh 11, m-calpain inh -7, EP2 antag 20, 14-3-3 Bad PPI -3, Hck Nef HTS 4 and Tb hexokinase -27.
`CCOCCCNC(=O)CCC(=O)NNc1nc2ccccc2c2nc(C)nn12` gave L929 necroptosis 4.5, EP2 modulator 28, eIF4E 4G PPI 5, Rad51 HR inh 4, m-calpain inh -39, EP2 antag 7, 14-3-3 Bad PPI -7, Hck Nef HTS 21 and Tb hexokinase -1.
For CC1Cc2ccccc2N1C(=O)Cn1cnc2ccccc2c1=O (stereo not given) the results were L929 necroptosis 0.9, EP2 modulator 26, eIF4E 4G PPI 2, Rad51 HR inh 5, m-calpain inh -12, EP2 antag 17, 14-3-3 Bad PPI 10[fluorescence artefact?], Hck Nef HTS -10 and Tb hexokinase 0.
`CCn1c(SCC(=O)N2c3ccccc3CCc3ccccc32)nnc1-c1ccc(OC)cc1` gave L929 necroptosis 0.9, EP2 modulator 20, eIF4E 4G PPI -2, Rad51 HR inh 4, m-calpain inh 38, EP2 antag 6, 14-3-3 Bad PPI 3[fluorescence artefact?], Hck Nef HTS 2 and Tb hexokinase 0.
For Cc1nn2c(C)c(C(=O)Nc3ccccc3)cnc2c1-c1ccccc1 the results were L929 necroptosis 2.1, EP2 modulator -18, eIF4E 4G PPI -2, Rad51 HR inh 15, m-calpain inh 19, EP2 antag 19, 14-3-3 Bad PPI -4, Hck Nef HTS -2 and Tb hexokinase -13.
`CC(CC(=O)N1CCN(c2ccccc2)CC1)c1ccccc1` (stereo not given) gave L929 necroptosis 1.1, EP2 modulator -8, eIF4E 4G PPI -3, Rad51 HR inh -13, m-calpain inh 10, EP2 antag 10, 14-3-3 Bad PPI 5, Hck Nef HTS 4 and Tb hexokinase 2.
For Cc1ccc(-c2nnc(SCC(=O)Nc3cccc(C(=O)N4CCOCC4)c3)n2C)cc1 the results were L929 necroptosis -0.2, EP2 modulator 11, eIF4E 4G PPI 14, Rad51 HR inh 5, m-calpain inh -4, EP2 antag 5, 14-3-3 Bad PPI 2, Hck Nef HTS 7 and Tb hexokinase 33.
`O=C(NC1=NC2CCCCC2N1)c1ccccc1` (stereo not given) gave L929 necroptosis 0.0, EP2 modulator -1, eIF4E 4G PPI -6[fluorescence artefact?], Rad51 HR inh 9, m-calpain inh 12, EP2 antag 9, 14-3-3 Bad PPI 5, Hck Nef HTS 1 and Tb hexokinase -1.
For COCCn1c(C)nc2oc3ccc(Br)cc3c(=O)c2c1=O the results were L929 necroptosis 1.1, EP2 modulator -10, eIF4E 4G PPI 6, Rad51 HR inh -3, m-calpain inh -11, EP2 antag 10, 14-3-3 Bad PPI 8, Hck Nef HTS 1 and Tb hexokinase -1.
Screening CN1CCN(C(=O)C2=C[C@@H](c3ccc(C(F)(F)F)cc3)C[C@@H](OCc3ccc(CO)cc3)O2)CC1 returned L929 necroptosis -0.8, EP2 modulator -18, eIF4E 4G PPI 2, Rad51 HR inh -4, m-calpain inh -8, EP2 antag 8, 14-3-3 Bad PPI 4, Hck Nef HTS 15 and Tb hexokinase -13.

3 structures out of the list, ordered by molar mass, smallest number first:
For CC1Cc2ccccc2N1C(=O)Cn1cnc2ccccc2c1=O (stereo not given) the results were L929 necroptosis 0.9, EP2 modulator 26, eIF4E 4G PPI 2, Rad51 HR inh 5, m-calpain inh -12, EP2 antag 17, 14-3-3 Bad PPI 10[fluorescence artefact?], Hck Nef HTS -10 and Tb hexokinase 0.
For Cc1nn2c(C)c(C(=O)Nc3ccccc3)cnc2c1-c1ccccc1 the results were L929 necroptosis 2.1, EP2 modulator -18, eIF4E 4G PPI -2, Rad51 HR inh 15, m-calpain inh 19, EP2 antag 19, 14-3-3 Bad PPI -4, Hck Nef HTS -2 and Tb hexokinase -13.
`CCOCCCNC(=O)CCC(=O)NNc1nc2ccccc2c2nc(C)nn12` gave L929 necroptosis 4.5, EP2 modulator 28, eIF4E 4G PPI 5, Rad51 HR inh 4, m-calpain inh -39, EP2 antag 7, 14-3-3 Bad PPI -7, Hck Nef HTS 21 and Tb hexokinase -1.

Looked up by compound from the entries so far, two records:
`CCn1c(SCC(=O)N2c3ccccc3CCc3ccccc32)nnc1-c1ccc(OC)cc1` gave L929 necroptosis 0.9, EP2 modulator 20, eIF4E 4G PPI -2, Rad51 HR inh 4, m-calpain inh 38, EP2 antag 6, 14-3-3 Bad PPI 3[fluorescence artefact?], Hck Nef HTS 2 and Tb hexokinase 0.
`CC(CC(=O)N1CCN(c2ccccc2)CC1)c1ccccc1` (stereo not given) gave L929 necroptosis 1.1, EP2 modulator -8, eIF4E 4G PPI -3, Rad51 HR inh -13, m-calpain inh 10, EP2 antag 10, 14-3-3 Bad PPI 5, Hck Nef HTS 4 and Tb hexokinase 2.

Bioassay records deposited in PubChem BioAssay by several laboratories.

The list is partial, so the mix of outcomes need not match the whole.
